RAD54 branch: blocks human RAD54 Holliday junction branch migration. Q92698. FAM/BHQ fluorescence. inhibition, % at 10.4 µM. 360,000 compounds, 0.14% hits;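 active = mean normalized replicate activity at least 40 and at least half of replicates scoring 40 or more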;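 also: 0% = median of neutral control wells and 100% = median of positive control wells; inhibitors cause a drop in the FAM fluorescence signal; in these data hits start at about 50%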
E-sel inducer: induces E-selectin expression in human endothelial cells | P16581 | HUVEC E-selectin immunofluorescence imaging; normalized: neutral wells 0, TNF-alpha wells 100 | activation, % at 7.58 µM | 260,000 compounds, 0.37% hits | AID 686992;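 active = mean E-selectin-positive cell signal at least 10% of the positive control, reached in at least 60% of replicates, without over 20% cell loss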;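 also: in these data hits start at about 27%; measured in HUVEC primary endothelial cells; signal is the percent of cells scored E-selectin positive by PE staining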
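Read-out: % PE-positive cells | Test system: HUVEC | Doses: One compound dose added by pin transfer | Buffer or medium: EGM-2 over gelatin coat | Signal: Immunofluorescence imaging | Benchmarks: TNF-alpha, DMSO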
RAD52 anneal inh: inhibitors of human RAD52 DNA annealing | recombinant RAD52 DNA annealing, FRET fluorescence | inhibition, % at 18.7 µM | 360,000 compounds, 0.46% hits;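 active = every replicate showing at least 50% inhibition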
ARNT-TACC3 inh: disruptors of human ARNT/TACC3 interaction | Q9Y6A5 | AlphaScreen His-ARNT PAS-B/GST-TACC3 binding, luminescence; TACC3 fragment carries E629A point mutation | inhibition, % at 9.99 µM | 390,000 compounds, 0.66% hits;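 active = mean inhibition of replicates at least 50% and at least half of replicates each reaching 50%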;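 also: 0% = complete ARNT plus TACC3 wells and 100% = ARNT alone without TACC3; many hits fall short of the cut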
PglD DTNB: blocks C. jejuni PglD acetyltransferase activity. purified PglD enzyme, DTNB colorimetric CoA detection. inhibition, % at 12.5 µM. 360,000 compounds, 0.098% hits; in the data active = inhibition above about 16%, passing the limit was not always enough; also: strong numbers were not always called active
ERp5 block: inhibitors of human ERp5. 350,000 compounds, 0.05% hits. AID 651711. Q15084. inhibition, % at 9.99 µM. ERp5 insulin aggregation, absorbance 650 nm, 90 min;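 active = mean replicate inhibition above about 25%, with every replicate also reaching it, limit read from the data, passing the limit was not always enough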
Target sequence (Q15084 whole entry, looked up): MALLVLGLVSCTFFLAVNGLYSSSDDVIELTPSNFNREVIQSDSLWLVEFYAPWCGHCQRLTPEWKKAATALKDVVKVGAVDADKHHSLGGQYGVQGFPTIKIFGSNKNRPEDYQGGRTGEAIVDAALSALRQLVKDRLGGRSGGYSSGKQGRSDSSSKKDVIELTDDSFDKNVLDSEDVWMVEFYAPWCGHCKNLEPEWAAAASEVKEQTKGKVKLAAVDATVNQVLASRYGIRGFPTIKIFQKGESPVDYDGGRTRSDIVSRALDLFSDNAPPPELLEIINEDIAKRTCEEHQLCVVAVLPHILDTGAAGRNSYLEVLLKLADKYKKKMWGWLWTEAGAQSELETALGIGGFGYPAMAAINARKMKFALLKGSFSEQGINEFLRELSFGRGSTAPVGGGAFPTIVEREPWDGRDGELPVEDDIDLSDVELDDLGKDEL
esBAF inh: blocks esBAF chromatin remodeling in mouse ES cells; reporter increase, % at 12.5 µM; 350,000 compounds, 2% hits; Bmi1-luciferase knock-in reporter, 24 h; 100% = twice the neutral-well signal; in the data active = activation above about 40%;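 also: 0% = median of the plate's neutral control wells and 100% = double that signal; a rise in the Bmi1 reporter signal indicates esBAF inhibition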
Casp6 inh: inhibitors of human caspase-6; P55212; purified caspase-6, Z-VEID-R110 cleavage fluorescence; inhibition, % at 12.5 µM; 350,000 compounds, 0.53% hits; AID 686996;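 active = mean inhibition across replicates at least about 35%, with every replicate also reaching that limit, limit read from the data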;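 also: 0% = median of neutral control wells and 100% = no fluorescence left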
Target sequence (P55212 24-179 limits assumed): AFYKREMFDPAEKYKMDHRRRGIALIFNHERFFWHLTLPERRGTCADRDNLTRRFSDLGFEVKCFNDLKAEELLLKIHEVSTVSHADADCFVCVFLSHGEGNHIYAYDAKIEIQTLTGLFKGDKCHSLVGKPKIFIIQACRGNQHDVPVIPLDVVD
Target sequence (P55212 194-293 limits assumed): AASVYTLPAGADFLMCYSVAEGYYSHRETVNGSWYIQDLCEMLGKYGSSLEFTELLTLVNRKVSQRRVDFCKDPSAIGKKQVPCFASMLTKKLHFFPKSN
* hit, by the source's call; i = inactive; · = not tested or not shown; & = joins results of further samples.

SMILES	RAD54 branch	E-sel inducer	RAD52 anneal inh	ARNT-TACC3 inh	PglD DTNB	ERp5 block	esBAF inh	Casp6 inh
CCCOc1ccc(N2C(=O)C3C4C=CC(CC4)C3C2=O)cc1 (centres undefined)	3	0.2	6	12	3	0	-1	1
COc1ccc(CN(C)C[C@H]2OCCCC[C@@H](C)Oc3ccc(NS(=O)(=O)c4ccc(C)cc4)cc3C(=O)N([C@@H](C)CO)C[C@@H]2C)cc1	5	0.0	-5	-13	-6	2	3	2
O=C(O)c1cccc(NC(=S)NCc2ccccc2)c1	-1	0.0	1	1	·	8	-2	·
CC1(C)CC(=O)C2=C(C1)Nc1ccccc1N1C(=O)c3ccccc3C21 (centres undefined)	2	·	-13	4	-1	-1	-4	6
C[C@H]1CN([C@@H](C)CO)C(=O)c2cccc(NC(=O)Nc3ccccc3)c2O[C@@H]1CN(C)S(=O)(=O)c1ccccc1	-32	21	19	-1	2	-1	0	-3
COc1ccc(CN2CCN(CCc3ccccc3)C(CCO)C2)c(Cl)c1OC (centres undefined)	-5	·	-19	-2	-4	4	-3	-4
COCCn1c(SC(C)C(=O)NCC2CCCO2)nc2sc3c(c2c1=O)CCC3 (centres undefined)	-1	-2.3	-9	-2	-5	-2	4	6
C[C@@H]1CN([C@H](C)CO)S(=O)(=O)c2ccc(C3=CCCCC3)cc2O[C@H]1CN(C)Cc1cncnc1	5	-0.2	15	7	-7	0	6	3
CCOC(=O)C1=C(COC(=O)CCOc2ccc(OCC)cc2)NC(=O)NC1C (centres undefined)	-9	0.4	-3	-12	9	-2	-7	5
NC(=O)C1CCN(C(=O)CNC(=O)c2ccccc2)CC1	-1	4.9	-19	-13	0	6	2	0
Cc1ccc2c(c1)C(O)(CC(=O)c1ccc3c(c1)OCO3)C(=O)N2 (centres undefined)	0	·	·	-1	0	·	1	·
CSCCC(NC(=O)c1ccc(Cl)c([N+](=O)[O-])c1)C(=O)N1CCN(C/C=C/c2ccccc2)CC1 (centres undefined)	0	0.2	0	9	0	-1	·	2

Next section (5 carried over from the part before).
SMILES	RAD54 branch	E-sel inducer	RAD52 anneal inh	ARNT-TACC3 inh	PglD DTNB	ERp5 block	esBAF inh	Casp6 inh
C[C@@H]1CN([C@H](C)CO)S(=O)(=O)c2ccc(C3=CCCCC3)cc2O[C@H]1CN(C)Cc1cncnc1	5	-0.2	15	7	-7	0	6	3
CCOC(=O)C1=C(COC(=O)CCOc2ccc(OCC)cc2)NC(=O)NC1C (centres undefined)	-9	0.4	-3	-12	9	-2	-7	5
NC(=O)C1CCN(C(=O)CNC(=O)c2ccccc2)CC1	-1	4.9	-19	-13	0	6	2	0
Cc1ccc2c(c1)C(O)(CC(=O)c1ccc3c(c1)OCO3)C(=O)N2 (centres undefined)	0	·	·	-1	0	·	1	·
CSCCC(NC(=O)c1ccc(Cl)c([N+](=O)[O-])c1)C(=O)N1CCN(C/C=C/c2ccccc2)CC1 (centres undefined)	0	0.2	0	9	0	-1	·	2
CC1(C(=O)NS(=O)(=O)C2CC2)CCCN(C(=O)c2ccco2)C1 (centres undefined)	7	-0.4	-5	·	-5	-7	-4	0
Cc1ccc(NC(=O)Nc2nnc(Cc3ccc([N+](=O)[O-])cc3)s2)cc1	12	·	-15	31	6	8	·	-5
O=C(Nc1ncccc1O)c1ccc(Cl)c(S(=O)(=O)N2CCCC2)c1	-5	·	-15	·	-2	-3	-2	2
CNC(=O)/C(C#N)=C/c1ccc(-c2ccccc2[N+](=O)[O-])o1	·	-0.7	-19	-1	·	-11	·	3
COC(=O)c1cc(-c2ccc(Br)cc2)n[nH]1	-8	·	·	-5	5	·	37	·
CCC(C)[C@H](NC(=O)N1CC(=O)Nc2ccccc21)C(=O)N[C@@H](C(=O)O)c1ccccc1 (some centres undefined)	11	·	-10	-4	3	-1	1	-2
C[C@@H]1CN([C@@H](C)CO)C(=O)c2cc(NC(=O)CCCCCC(=O)Nc3ccccc3N)ccc2O[C@@H]1CN(C)C	·	-2.9	21	·	·	4	·	-2
O=C(Cn1cc(C(F)(F)F)ccc1=O)N/N=C/c1ccc(O)cc1	4	-0.1	-10	-3	-2	5	0	-5
O=C(Cc1nc(-c2cnccn2)no1)NNC(=O)Nc1ccccc1	·	0.3	-7	10	·	0	5	-4
C[C@H]1CN([C@@H](C)CO)C(=O)Cc2cc(NC(=O)CCN3CCOCC3)ccc2O[C@@H]1CN(C)C(=O)Nc1ccc2c(c1)OCO2	3	8.0	-11	31	-6	2	9	0
COC(=O)C(=C/C=C/c1cccnc1)C(=O)OC	9	-1.3	-2	-12	-2	2	0	2
CC(C)(C)n1nnnc1C(c1ccc(F)cc1)N1CCC(C(N)=O)CC1 (centres undefined)	·	4.4	-4	5	·	5	·	4
CC(C)(C)c1cc(C(=O)N2CCN(c3ncccn3)CC2)ccn1	1	·	·	-4	-4	·	5	·
Cc1noc(C)c1NC(=O)N(C)C[C@@H]1Oc2ccc(NC(=O)CCCCCC(=O)Nc3ccccc3N)cc2CC(=O)N([C@H](C)CO)C[C@@H]1C	-1	0.1	4	·	1	-6	-3	0
Cc1cc(CNC(=O)COc2ccc(F)cc2)c2ccccc2n1	12	·	-17	-5	2	7	6	0
Cc1cccc(NC(=S)NC(=O)/C=C/c2ccccc2)n1	-2	·	-11	·	-2	0	19	-1
O=C(Nc1ccccc1F)N[C@H]1CC[C@H](CCNC(=O)C2CCCCC2)O[C@@H]1CO	-3	0.1	-2	5	-2	-4	-7	-1
Cn1c(-c2ccco2)nc2cc3ccccc3cc21	-9	·	·	21	1	·	-27	·
CCCC#Cc1cnc2c(c1)C(=O)N([C@@H](C)CO)C[C@@H](C)[C@@H](CN(C)C(=O)Nc1c(C)noc1C)O2	0	0.3	-5	-7	0	-7	1	1
Cc1cccc(C)c1NC(=O)CN1C(=O)N(C)Cc2ccccc21	-8	·	-6	·	3	4	-9	2
CCOC(=O)C1=NNC(C(=O)c2ccc(C)cc2)C1c1ccc(C)cc1 (centres undefined)	5	·	·	-5	-12	·	1	·
Cc1ccc(NC(=O)Cn2nc(C)cc2C)cc1	8	·	·	1	-7	·	1	·
CC1Cc2ccccc2N1C(=O)CNc1cccc(S(=O)(=O)N2CCCC2)c1 (centres undefined)	-4	·	-24	6	-3	4	-2	0
COC(=O)C(CCSC)NC(=O)CNS(=O)(=O)c1ccc(F)cc1 (centres undefined)	-2	·	·	-3	-2	·	-2	·
O=C(Nc1cccc(NC(=O)c2sc3ccccc3c2Cl)c1)c1ccco1	·	-0.6	-15	33	·	4	·	-1
CCOC(=O)C1CCN(Cc2nnnn2CCc2ccccc2)CC1	·	·	-20	2	·	4	·	0
CCC1C(=O)NCCN1C(=O)c1cc(COc2cc(C)ccc2C)on1 (centres undefined)	2	·	-11	-1	4	2	2	3
CN(C)c1ccc2c(c1)[C@@H]1C[C@@H](CC(=O)O)O[C@@H](CO)[C@@H]1O2	6	0.0	-33	4	1	6	-1	-1
C[C@@H]1CN([C@H](C)CO)C(=O)CCCn2nncc2CO[C@H]1CN(C)Cc1ccccc1	-6&-1	-0.6&-0.1	-7&4	3	-4&-2	2&0	1&-2&2	-2&0
C/C=C/c1ccc([C@@H]2[C@H](CO)N(C(C)=O)C23CN(C(=O)NC2CCCC2)C3)cc1	·	-0.1	-17	·	·	0	·	-1
COc1ccc(C(=O)Nc2ccccc2N2CCOCC2)cc1S(=O)(=O)N1CCCC1	1	-0.8	-1	3	1	-15	5	1
CCOc1ccccc1NC(=S)N1CCN(c2nc(-c3cccc(OC)c3)cs2)CC1	·	-1.2	-52	-2	·	0	·	-2
CC(C)NC(=O)Nc1ccc2c(c1)C(=O)N([C@H](C)CO)C[C@H](C)[C@@H](CN(C)C(=O)Nc1ccc3c(c1)OCO3)OCCCC[C@H](C)O2	6	·	-8	-7	4	-1	11	1
O=C(CSc1ccc(Br)cc1)NCC1(N2CCCCC2)CCCCC1	-3	·	i	1	-1	4	-1	-3
CCC(=O)Nc1ccc2c(c1)OC[C@@H](C)N(Cc1ccncc1)C[C@H](C)[C@@H](OC)CN(C)C2=O	-5	-0.3	17	-30	-2	-2	-5	-3
Cc1nn(CCC(N)=O)c2nc(-c3cccs3)cc(C(F)(F)F)c12	·	·	-5	-6	·	4	·	-1
Cn1cc(/C=C/C(=O)N2CCCC(C(=O)c3cccc4ccccc34)C2)cn1 (centres undefined)	-9	0.5	2	-3	4	-2	-2	-1
Cc1ccc(O)c(C(=O)CC(=O)c2ccc(Cl)cc2)c1	4	0.0	-8	-4	4	1	35	-1
Clc1ccc(C(c2nnnn2C2CCCC2)N2CCN(c3nc4ccccc4s3)CC2)cc1 (centres undefined)	-5	·	-4	·	2	1	·	-4
O=C(CCNS(=O)(=O)c1cccc2nsnc12)NC1CCCc2ccccc21 (centres undefined)	-1	·	·	3	-1	·	-2	·
C[C@H]1CN([C@@H](C)CO)C(=O)c2cc(-c3cccc(F)c3)cnc2O[C@@H]1CN(C)C(=O)c1cccc(F)c1	6	0.8	16	4	1	0	2	0
NS(=O)(=O)c1cccc(NC(=O)CSc2ncnc3ccccc23)c1	·	-2.2	-19	-4	·	6	-1	0
COc1cccc(C(O)c2nccn2Cc2ccccc2)c1OC (centres undefined)	7	-0.2	-15	-3	0	-5	5	-5
CC1(C)CSC(=NCCc2ccccc2)N1	8	0.0	0	-7	4	-1	45*	2
Cc1nn(C)c(C(=O)NNC(=S)NCc2ccco2)c1Br	·	·	-6	-2	·	1	·	0
O=C(CSc1nnc(C2CC2)n1-c1ccccc1)NC1CCS(=O)(=O)C1 (centres undefined)	0	0.2	4	18	1	-4	6	-1
CCCN1[C@@H]2Cn3c(cccc3=O)[C@H]1[C@@H](C(=O)N1CCCCC1)[C@@H]2CO	3	0.3	-4	6	0	-3	2	4
O=C(CSc1nnc(Nc2ccccc2)s1)NCC1CCCO1 (centres undefined)	-1	·	-9	2	-4	0	0	-2
O=C(CC12CC3CC(CC(C3)C1)C2)N/N=C\c1ccc[nH]1	·	·	-7	1	·	4	-3	3
COc1ccc(-c2ccc(-c3noc(-c4ccccc4F)n3)c(OC)n2)cc1	-1	·	·	7	-5	·	-4	·
COc1ccccc1NC(=O)c1ccc(NC(=O)CN2CCCC2)cc1	2	0.4	-16	1	-1	-6	-3	-4
O=C(NNC(=O)c1cc(Br)c(Br)s1)c1csc(N2CCOCC2)n1	·	·	-11	3	·	2	·	-3
O=C(/C=C/Nc1ccc(F)cc1F)c1ccc(Br)cc1	2	0.1	-1	·	-6	-6	-3	-6
O=C(CN1CCN(c2ccccc2F)CC1)Nc1ccc2c(c1)CCC2	·	-0.1	-1	1	·	0	-5	2
C[C@H](CO)N1C[C@H](C)[C@@H](CN(C)C(=O)Cc2ccccc2)Oc2ncc(C3=CCCCC3)cc2C1=O	7	0.5	0	-2	0	-6	-1	4
CN(C)c1ccc(C(CNS(=O)(=O)c2cccc([N+](=O)[O-])c2)N2CCOCC2)cc1 (centres undefined)	-5	·	-8	5	-5	-5	-2	1
CN(C)CC(=O)Nc1ccc2c(c1)[C@@H]1C[C@@H](CC(=O)N3CCc4ccccc4C3)O[C@H](CO)[C@@H]1O2	17	-0.2	10	-2	0	-8	-1	-1
CC[n+]1c(/C=C/c2ccc(N(C)C)cc2)ccc2ccccc21	·	·	20	20	·	-1	·	0
CCc1cc2c(nc1CC)CCCN2S(=O)(=O)c1ccc(C#N)cc1	·	0.0	-22	·	·	-2	·	-2
CCN1CCN(C(=O)c2ccc3c(c2)N(Cc2ccc(C)cc2)CCS3)CC1	5	·	-5	·	-3	6	0	-1

An excerpt from above in order of heavy-atom count, rising.
SMILES	RAD54 branch	E-sel inducer	RAD52 anneal inh	ARNT-TACC3 inh	PglD DTNB	ERp5 block	esBAF inh	Casp6 inh
O=C(CN1CCN(c2ccccc2F)CC1)Nc1ccc2c(c1)CCC2	·	-0.1	-1	1	·	0	-5	2
CN(C)c1ccc(C(CNS(=O)(=O)c2cccc([N+](=O)[O-])c2)N2CCOCC2)cc1 (centres undefined)	-5	·	-8	5	-5	-5	-2	1
C[C@H](CO)N1C[C@H](C)[C@@H](CN(C)C(=O)Cc2ccccc2)Oc2ncc(C3=CCCCC3)cc2C1=O	7	0.5	0	-2	0	-6	-1	4

Compound activity: PubChem BioAssay, Broad Institute
